Rev-erbA mod: modulators of Rev-erb alpha DNA binding, primary screen, biochemical, FITC-DNA, fluorescence polarization, uHTS | 370,000 tested, 0.79% active | Nuclear receptor subfamily 1 group D member 1 (Homo sapiens), P20393 | activity, % at 10 µM | Rev-erbα–FITC-DNA binding, 90 min | AID 1259318, 2017;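 active = activity above about 14%, limit read from the data; passing the limit was not always enough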;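 also: 0% = DMSO wells with 35 nM protein and 100% = DMSO wells with 750 nM protein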
Target sequence (P20393 whole entry, looked up): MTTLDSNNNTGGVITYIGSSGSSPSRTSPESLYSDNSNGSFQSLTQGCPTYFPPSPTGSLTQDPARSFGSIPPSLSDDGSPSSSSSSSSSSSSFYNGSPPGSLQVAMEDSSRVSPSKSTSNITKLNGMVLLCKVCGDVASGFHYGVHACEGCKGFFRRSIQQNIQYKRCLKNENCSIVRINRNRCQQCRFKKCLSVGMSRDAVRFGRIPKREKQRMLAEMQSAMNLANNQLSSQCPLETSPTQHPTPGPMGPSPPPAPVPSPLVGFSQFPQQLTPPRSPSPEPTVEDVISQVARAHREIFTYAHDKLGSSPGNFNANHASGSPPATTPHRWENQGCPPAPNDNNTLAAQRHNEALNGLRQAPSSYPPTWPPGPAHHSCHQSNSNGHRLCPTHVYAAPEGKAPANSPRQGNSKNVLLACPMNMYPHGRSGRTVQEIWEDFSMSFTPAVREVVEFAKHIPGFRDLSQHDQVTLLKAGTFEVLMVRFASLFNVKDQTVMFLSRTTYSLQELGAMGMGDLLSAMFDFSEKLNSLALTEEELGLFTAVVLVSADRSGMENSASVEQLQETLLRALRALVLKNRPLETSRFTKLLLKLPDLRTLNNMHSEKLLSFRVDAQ
ARFGAP1 inhibitor: inhibitors of rat ARFGAP1 GAP activity, primary screen, biochemical, fluorescence polarization, GDP tracer. AID 651572, 2012. inhibition, % at 16.5 µM. Arfgap1-stimulated ARF1 GTP hydrolysis, GDP FP detection. ADP-ribosylation factor GTPase-activating protein 1 (Rattus norvegicus), Q62848. 360,000 tested, 0.26% active;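 active = inhibition above a per-plate limit, mean inhibition of low control wells plus 3 SD, cut at about 25% in these data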;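 also: 0% = DMSO wells with enzyme and 100% = wells lacking Arfgap1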
Target sequence (Q62848 1-136 limits assumed): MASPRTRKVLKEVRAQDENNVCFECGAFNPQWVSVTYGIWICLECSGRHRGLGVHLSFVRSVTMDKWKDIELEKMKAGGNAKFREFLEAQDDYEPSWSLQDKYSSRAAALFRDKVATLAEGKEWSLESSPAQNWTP
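Repeats: one replicate per compound; assay system: rat Arfgap1 catalytic domain, aa 1-136; times: enzyme reaction 120 min at 25 °C after 20 min preincubation; detection: FP of antibody-bound GDP Alexa 633 tracer, ex 620/em 688 nm; benchmarks: high control wells lacking Arfgap1, low control full reaction with DMSO; reagent: human ARF1(Δ1-17)-GTP substrate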
rCAG RNA binder: binders of r(CAG) RNA repeats, primary screen, biochemical, fluorescence. r(CAG) RNA repeat, TO-PRO-1 dye displacement fluorescence. inhibition, % at 3 µM. 370,000 tested, 1.3% active;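 active = inhibition above the plate cutoff, the mean of all test compounds on that plate plus 3 SD, cut at about 35% in these data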;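 also: 0% = DMSO alone and 100% = 100 µM mitoxantrone as full dye displacement; higher means more dye released from RNA so lower well fluorescence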
GC-A act: GC-A stimulated cGMP production enhancers – HEK293 GC-A cells, cGMP TR-FRET, EC30 ANP, primary screen; Atrial natriuretic peptide receptor 1 (Homo sapiens), P16066; 0% at EC30 ANP, 100% saturating ANP; activation, % at 10 µM; 370,000 tested, 0.14% active; AID 1671463, 2021; in the data active = activation above about 40%
HTRA1 inhibitor: HTRA1 serine protease inhibitors, primary screen, biochemical, fluorescence polarization, HTS; 340,000 tested, 0.5% active; inhibition, % at 5.96 µM; recombinant HTRA1, FP-rhodamine activity-based probe; in the data active = inhibition above about 36%;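 also: 0% = enzyme with DMSO and 100% = wells lacking enzyme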
SMARCA2 act: SMARCA2 (BRM) function activators, primary screen, cell-based, luminescence, high throughput. MG213 cells, MMTV-luciferase reporter, dexamethasone, overnight. activation, % at 9.1 µM. 370,000 tested, 1% active; in the data active = activation above about 7.8%;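 also: 0% = vehicle wells and 100% = reference activator wells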
PG9 binder: binders of HIV-1 gp120 antibody PG9, primary screen, biochemical, TR-FRET. TR-FRET gp120-PG9 antibody binding. inhibition, % at 6.7 µM. 360,000 tested, 0.43% active. AID 624416, 2012; in the data active = inhibition above about 8.5%
ASAP1 inh: inhibitors of human ASAP1 ArfGAP activity, primary screen, biochemical, fluorescence polarization; inhibition, % at 16.5 µM; AID 624377, 2012; Arf-GAP with SH3 domain, ANK repeat and PH domain-containing protein 1 (Homo sapiens), …; 360,000 tested, 0.19% active; ASAP1-stimulated ARF1 GTP hydrolysis, GDP FP detection; in the data active = inhibition above about 25%;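 also: 0% = vehicle with enzyme and substrate and 100% = no enzyme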
NPR2 activator: human GC-B receptor activators, primary screen, HEK293 GC-B cells, cGMP TR-FRET, EC30 CNP | Atrial natriuretic peptide receptor 2 (Homo sapiens), P20594 | 0% at EC30 CNP, 100% saturating CNP | activation, % at 10 µM | 370,000 tested, 0.11% active | AID 1920062, 2024;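 active = activation at 10 µM reaching about 35% in either raw or pattern-adjusted values, limit read from the data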
mABHD4 FP: ABHD4 inhibitors, primary screen, biochemical, fluorescence polarization, mouse; (Lyso)-N-acylphosphatidylethanolamine lipase (Mus musculus), Q8VD66; purified mABHD4, FP-Rh probe fluorescence polarization; inhibition, % at 8.92 µM; 370,000 tested, 0.54% active; AID 720543, 2013;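 active = inhibition exceeding the mean over every tested compound plus 3 SD, cut at about 30% in these data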;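 also: 0% = plate median of compound wells and 100% = S159A mutant with DMSO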
Target sequence (Q8VD66 whole entry, looked up): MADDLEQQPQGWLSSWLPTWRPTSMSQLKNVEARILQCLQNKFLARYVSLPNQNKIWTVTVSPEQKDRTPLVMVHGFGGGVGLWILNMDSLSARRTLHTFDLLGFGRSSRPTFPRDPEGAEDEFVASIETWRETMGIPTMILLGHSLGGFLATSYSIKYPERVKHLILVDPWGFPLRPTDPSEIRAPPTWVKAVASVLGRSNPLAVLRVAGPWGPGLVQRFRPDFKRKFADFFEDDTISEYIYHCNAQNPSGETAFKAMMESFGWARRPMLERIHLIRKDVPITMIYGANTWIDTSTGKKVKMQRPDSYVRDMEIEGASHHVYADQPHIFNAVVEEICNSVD
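Assay system: mABHD4 protein; medium: HEPES pH 7.0, NaCl, Pluronic buffer; dosing: 8.92 µM, single dose; schedule: 45 min + 60 min at 25 °C; signal: FP readout, ex 525 nm / em 598 nm; read-out: normalized percent inhibition of probe labeling; repeats: single replicate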
* = called active by the depositor; nt = no result given.

Screens in order – Rev-erbA mod, ARFGAP1 inhibitor, rCAG RNA binder, GC-A act, HTRA1 inhibitor, SMARCA2 act, PG9 binder, ASAP1 inh, NPR2 activator, mABHD4 FP
- CCC(=O)N1CC2(CC(c3cccc(NC(=O)CC(c4ccccc4)c4ccccc4)c3)=NO2)C[C@H]1C(N)=O (some centres not stated)
  1, 13, 5, 0, -15, 0, -1.5, 7, 9, 0
- Cc1ccccc1NC(=O)c1ccc(CN2CC(=O)N3CCCCC3C2=O)cc1 (configuration not stated)
  -6, 2, 1, 4, -1, -1, 1.6, 2, -7, -3
- CCN(CC)c1ccc(NS(=O)(=O)c2cn(C)c(=O)n(C)c2=O)c(C)c1
  -4, 15, 0, 0, 4, -1, -5.3, 19, 1, 6
- CCOc1ccc(CCNC(=O)c2cccs2)cc1OCC
  2, -5, -1, 5, 3, 2, -0.6, -2, -9, 3
- NC(=O)Nc1ccc(Oc2ncc(C(F)(F)F)cc2Cl)cc1
  -2, 9, 0, 5, -1, -1, -1.2, 7, 0, -6
- CC(=O)Nc1ccccc1C(=O)N1CC(C)OC(C)C1 (configuration not stated)
  -1, 12, 2, 1, 6, -1, -0.6, -3, 5, 3
- Cc1ccc(S(=O)(=O)NCCSCc2ccccc2)cc1
  -5, 19, -6, -4, -17, 1, -0.5, 9, 4, -12
- O=C(c1cccs1)c1sccc1Cc1ccccc1
  7, -2, 1, -9, -14, 1, -0.9, -9, 0, -7
- C=C1CCN([C@@H](Cc2ccccc2)C(=O)NCc2ccc(Cl)cc2)S(=O)(=O)c2ccccc21
  0, -1, 0, 0, -38, 0, -1.1, 6, 0, -22
- c1ccc(Cn2nnc3c(N4CCc5ccccc54)ncnc32)cc1
  15, 4, 0, 4, 3, 0, -0.2, 0, -5, -4
- CC(=O)Nc1c(C#N)c(-c2ccccc2)c(C#N)c(=O)n1-c1ccc(C)cc1
  1, 18, 11, 2, nt, -1, -2.6, -4, 3, -4
- Nc1nnc(CC(=O)N/N=C/c2ccc(-c3ccc(Cl)cc3Cl)o2)s1
  -15, 6, 19, -2, -22, -3, -1.4, 9, -9, -2
- CCOC(=O)C1=C(C)N=C2SC(C(=O)OC)=CC(=O)N2C1c1cc(OC)c(OC)c(OC)c1 (configuration not stated)
  4, -7, 22, -1, 1, -2, -0.6, -7, 7, 4
- COc1ccccc1OCc1ccc(C(=O)n2nc(C)c(Cl)c2C)o1
  1, -6, 0, 2, 13, -3, 0.1, 2, 0, -4
- COc1ccc(S(=O)(=O)N2CCC(C(=O)N[C@@H](C)C(=O)NCc3ccccc3OC)CC2)cc1
  -7, 11, -6, 1, 7, -2, 0.9, 4, 2, 4

A section taken from the entries so far, as a working copy:
Screens in order – Rev-erbA mod, ARFGAP1 inhibitor, rCAG RNA binder, GC-A act, HTRA1 inhibitor, SMARCA2 act, PG9 binder, ASAP1 inh, NPR2 activator, mABHD4 FP
- CCC(=O)N1CC2(CC(c3cccc(NC(=O)CC(c4ccccc4)c4ccccc4)c3)=NO2)C[C@H]1C(N)=O (some centres not stated)
  1, 13, 5, 0, -15, 0, -1.5, 7, 9, 0
- Cc1ccccc1NC(=O)c1ccc(CN2CC(=O)N3CCCCC3C2=O)cc1 (configuration not stated)
  -6, 2, 1, 4, -1, -1, 1.6, 2, -7, -3

Next section
Screens in order – Rev-erbA mod, ARFGAP1 inhibitor, rCAG RNA binder, GC-A act, HTRA1 inhibitor, SMARCA2 act, PG9 binder, ASAP1 inh, NPR2 activator, mABHD4 FP
- O=C(NNC(=O)c1cc2ccccc2cc1O)Nc1ccccc1F
  -5, 12, 41*, 1, 22, 0, -0.9, -1, 7, 18
- Cc1cccc(-c2cnn(-c3cccc([N+](=O)[O-])c3)c2N)c1
  2, 6, 0, -4, -6, 1, -1.8, 4, 0, 4
- COc1ccc2c(c1)C(CC(C)=O)N(c1ccc(-c3cccs3)cc1)C(c1ccsc1)=C2 (configuration not stated)
  3, 4, 12, 2, nt, -6, 0.6, -13, -3, 7
- Cc1cc(N2CCN(C(C(=O)NC3CCCC3)c3ccc(F)cc3)CC2)c2ccccc2n1 (configuration not stated)
  -1, 9, 4, -10, nt, 7, 0.8, 10, -21, 4
- COc1ccc(CN(C)C(=O)c2ccc(NS(=O)(=O)c3ccc4[nH]c(=O)[nH]c4c3)cc2)c(OC)c1OC
  -6, 5, 4, 2, 1, 0, 2.0, 1, 2, 1
- CNC(C)C(=O)NC(C(=O)NC(C(=O)Nc1cccc2ccccc12)C(C)C)C(C)C (configuration not stated)
  -4, -11, 2, 4, nt, 1, -0.9, 2, 2, 3
- CC1=C(C(=O)Nc2ccc(C(=O)N3CCN(c4cccc(Cl)c4)CC3)cc2)SCCO1
  3, -3, -3, -1, -25, 1, -1.6, 2, -2, -2
- COC(=O)CNC(=O)COC(=O)c1cc(SC)ccc1Cl
  -4, 5, -5, -1, -4, 3, -1.6, -9, 1, 4
- O=C(CCn1c(=S)oc2ccccc21)Nc1cccc(O)c1
  2, -10, 2, -3, -3, -4, -1.1, 15, -1, -7
- CCn1c(C)cc(/C=C2\NC(=O)N(Cc3ccc(Cl)cc3)C2=O)c1C
  -1, -2, 10, 19, -38, 1, -4.8, -2, 49*, 10
- O=C(NC1CCN(C(=S)Nc2ccc(Cl)cc2)CC1)c1ccco1
  -1, 9, 3, 1, -7, -1, 0.9, -8, 0, 0
- COC(=O)C1C2C=CC3(CN(C4CCCC4)C(=O)C13)O2 (configuration not stated)
  -1, -5, 2, 1, 0, -1, 0.6, 5, 5, -1
- COc1ccc2c(CN3CCN(Cc4ccccc4)CC3)cc(=O)oc2c1
  -8, -6, 3, -11, -8, -3, -1.1, -11, -8, 1
- CC(=O)Nc1ccc(NC(=O)C(C)OC(=O)C2CCN(S(=O)(=O)c3cccs3)CC2)cc1 (configuration not stated)
  -1, 14, 0, 1, 4, 1, 0.9, 5, 3, 0
- O=C(COc1ccccc1Cl)Nc1ccc(S(=O)(=O)N2CCOCC2)cc1
  -2, -2, 1, 0, 5, -1, 1.2, -1, 2, -5

Screens in order – Rev-erbA mod, ARFGAP1 inhibitor, rCAG RNA binder, GC-A act, HTRA1 inhibitor, SMARCA2 act, PG9 binder, ASAP1 inh, NPR2 activator, mABHD4 FP
- COC(=O)c1sc(N2C(=O)C(O)=C(C(=O)c3ccc(C)o3)C2c2ccc(F)cc2)nc1C (configuration not stated)
  -3, -16, 20, 16, -18, -2, 2.5, 0, -11, -8
- CC(=O)c1cccc(NS(=O)(=O)N2CCCCC2)c1
  -1, 8, 1, 6, 2, 0, 0.5, -2, -1, 5
- CCOC(=O)[C@]12CCC=C1N(Cc1ccco1)C(=O)[C@H](CC(=O)NCC1CCCCC1)C2
  -3, 8, 3, 2, nt, -4, -0.4, -6, 4, -1
- O=C(NCC1CCCO1)C1CCN(S(=O)(=O)c2ccc(Br)cc2)CC1 (configuration not stated)
  -2, 4, -4, -1, -4, 1, -1.4, 0, 5, 3
- Cc1cccc(NC(=S)NC2CC3CCCC(C2)N3Cc2ccccc2)c1C (configuration not stated)
  -4, 4, -6, -2, -3, -1, -0.6, 4, -1, 5
- CCc1ccc(S(=O)(=O)NC(=S)Nc2ccccc2)cc1
  6, -6, 2, 3, -7, -4, 0.8, -8, 7, 0
- CC(C)CC(=O)N1CCN(S(=O)(=O)c2ccc(C3CCCCC3)cc2)CC1
  4, 1, -1, -3, 0, 1, -0.3, -8, -1, -6
- CN(C)c1cccc(C(=O)NCc2ccc(Cl)cc2)c1
  -2, -5, -4, 2, -4, 0, 0.7, -2, 3, -1
- COc1ccc(C(=O)N2CCN(c3ccccn3)CC2)cc1
  4, -1, -3, -2, 4, 0, 1.5, -6, 5, -3
- O=c1[nH]cnc2c1ncn2C1OC(CO)C(O)C1O (configuration not stated)
  1, 3, 2, 1, 0, -2, -1.5, 2, 3, -2
- CC[C@@]12C(=O)N(c3cccc(F)c3)C(=O)N1[C@H](c1cccc(C)c1)[C@@H]1C(=O)N(Cc3ccccc3)C(=O)[C@@H]12
  1, -2, -4, -8, -18, 0, 0.7, 13, -17, -1
- O=C(Nc1ccc2nc3n(c(=O)c2c1)CCCCC3)c1cc([N+](=O)[O-])ccc1F
  2, -3, 4, 26, -8, -6, 0.1, 4, 23, 0
- O=C(CNC(=O)c1nc[nH]c1C(=O)N1CCN(c2ccccc2)CC1)OCc1ccccc1
  -5, 8, -8, 0, 0, 0, -2.4, 4, -4, 6
- COc1ccc(-c2nnc(SCC(=O)Nc3cc(F)ccc3C)o2)cc1
  -2, -2, 1, -1, -6, 1, 1.1, 0, -4, -6
- O=C(CC(SCCO)c1ccc([N+](=O)[O-])cc1)c1ccco1 (configuration not stated)
  1, -6, 1, 0, -2, -1, -0.7, -8, 0, 3
- Cc1ccc(-n2c(SCC(=O)c3ccc4ccccc4c3)nnc2-c2cccnc2)cc1
  2, nt, 5, -4, nt, -1, nt, nt, -4, -11

By substructure: the entries above with fluorine.
Screens in order – Rev-erbA mod, ARFGAP1 inhibitor, rCAG RNA binder, GC-A act, HTRA1 inhibitor, SMARCA2 act, PG9 binder, ASAP1 inh, NPR2 activator, mABHD4 FP
- NC(=O)Nc1ccc(Oc2ncc(C(F)(F)F)cc2Cl)cc1
  -2, 9, 0, 5, -1, -1, -1.2, 7, 0, -6
- O=C(NNC(=O)c1cc2ccccc2cc1O)Nc1ccccc1F
  -5, 12, 41*, 1, 22, 0, -0.9, -1, 7, 18
- Cc1cc(N2CCN(C(C(=O)NC3CCCC3)c3ccc(F)cc3)CC2)c2ccccc2n1 (configuration not stated)
  -1, 9, 4, -10, nt, 7, 0.8, 10, -21, 4
- COC(=O)c1sc(N2C(=O)C(O)=C(C(=O)c3ccc(C)o3)C2c2ccc(F)cc2)nc1C (configuration not stated)
  -3, -16, 20, 16, -18, -2, 2.5, 0, -11, -8
- CC[C@@]12C(=O)N(c3cccc(F)c3)C(=O)N1[C@H](c1cccc(C)c1)[C@@H]1C(=O)N(Cc3ccccc3)C(=O)[C@@H]12
  1, -2, -4, -8, -18, 0, 0.7, 13, -17, -1
- O=C(Nc1ccc2nc3n(c(=O)c2c1)CCCCC3)c1cc([N+](=O)[O-])ccc1F
  2, -3, 4, 26, -8, -6, 0.1, 4, 23, 0
- COc1ccc(-c2nnc(SCC(=O)Nc3cc(F)ccc3C)o2)cc1
  -2, -2, 1, -1, -6, 1, 1.1, 0, -4, -6

From PubChem BioAssay
